# High-throughput results: PubChem BioAssay, several laboratories
# ROMK mod: modulators of human ROMK potassium channel | AID 1918 | P48048 | B-score at 10 µM | 130,000 tested, 2% active | Tet-inducible ROMK, thallium flux fluorescence; actives lie on both sides;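 active means signal ratio slope over the read window, or its plate-corrected B-score, at least 3 SD from the plate mean, either direction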;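 further: B-score of the F/F0 ratio slope over 7 to 12 s after thallium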
# Target sequence (P48048 whole entry, looked up): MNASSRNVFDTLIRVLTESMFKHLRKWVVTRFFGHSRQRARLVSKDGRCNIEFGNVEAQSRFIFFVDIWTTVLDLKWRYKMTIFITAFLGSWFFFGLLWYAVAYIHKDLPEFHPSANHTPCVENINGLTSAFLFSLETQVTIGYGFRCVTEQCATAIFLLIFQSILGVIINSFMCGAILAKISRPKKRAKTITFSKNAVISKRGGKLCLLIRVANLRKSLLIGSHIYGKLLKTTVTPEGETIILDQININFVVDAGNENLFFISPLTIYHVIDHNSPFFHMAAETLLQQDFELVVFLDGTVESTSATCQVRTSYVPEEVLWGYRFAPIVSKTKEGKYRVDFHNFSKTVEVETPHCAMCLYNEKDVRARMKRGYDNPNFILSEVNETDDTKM
# RAM inhibit: yeast RAM network inhibition; S. cerevisiae dse1pr::URA3 reporter, 5-FOA growth OD615, 2 d; analog-sensitive cbk1-as2 kinase mutant strain; AID 868; 190,000 tested, 1.8% active; inhibition, % at 50 µM;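 active means inhibition above a set limit, 3 SD over mean compound inhibition, cut at about 8.4% in these data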;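 further: 0% = DMSO-only wells with no growth and 100% = 10 µM 1-NA-PP1 full growth; inhibition rescues growth on 5-FOA so higher OD means more RAM inhibition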
# SRC2 TRFRET art: counter-screen for PPARgamma SRC-2 recruitment agonists: TR-FRET artefact | TR-FRET ratio at 8 µM | AID 1049 | 200,000 tested, 0.4% active | active compounds read high; in the data active means TR-FRET ratio above about 2000; further: inactives centre near 1500; reference of the scale not given here
# DTT redox prof: compounds producing H2O2 with reducing agent – biochemical, NIH compound library profiling, artefact control for MLSCN library redox annotation, primary screen; activation, % at 10 µM; DTT-dependent redox cycling H2O2, phenol red/HRP absorbance; 100% = 100 µM peroxide control, 0% = buffer; 200,000 tested, 0.03% active;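 active means activation of at least 50% relative to the plate's high and low controls in the primary single-dose screen; inactive means activation below 50%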;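 further: compound incubated with DTT at 0.8 mM final as the reducing agent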
# bIAP inhibitor: intestinal alkaline phosphatase (bovine) inhibition; purified bovine IAP, CDP-star luminescence, 30 min; 190,000 tested, under 10 active; inhibition, % at 20 µM;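 active means over 50% inhibition of intestinal alkaline phosphatase at 20 µM in the single-dose screen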
#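 System: purified bovine intestinal alkaline phosphatase (IAP) enzyme; Input: IAP diluted 1/65,000,000 in the well; Measured by: CDP-star luminescence signal; Compound dosing: 20 µM single dose; Incubation: 30 min reaction at room temperature.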
# S1P3 antag: blocks the human S1P3 receptor; 170,000 tested, 0.27% active; inhibition, % at 4.98 µM; CHO S1P3 NFAT-BLA reporter, FRET fluorescence, antagonist mode; Q99500; AID 485;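 active means inhibition above the plate cutoff, the mean inhibition of test wells on that plate plus 3 SD, cut at about 28% in these data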;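 further: cells challenged with S1P at its EC80 of 0.8 µM; blue over green emission ratio from cleaved BLA substrate after 4 h stimulation; 0% = S1P-stimulated wells and 100% = unstimulated DMSO-only wells; some compounds past the cut are filed as inactive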
# Target sequence (Q99500 whole entry, looked up): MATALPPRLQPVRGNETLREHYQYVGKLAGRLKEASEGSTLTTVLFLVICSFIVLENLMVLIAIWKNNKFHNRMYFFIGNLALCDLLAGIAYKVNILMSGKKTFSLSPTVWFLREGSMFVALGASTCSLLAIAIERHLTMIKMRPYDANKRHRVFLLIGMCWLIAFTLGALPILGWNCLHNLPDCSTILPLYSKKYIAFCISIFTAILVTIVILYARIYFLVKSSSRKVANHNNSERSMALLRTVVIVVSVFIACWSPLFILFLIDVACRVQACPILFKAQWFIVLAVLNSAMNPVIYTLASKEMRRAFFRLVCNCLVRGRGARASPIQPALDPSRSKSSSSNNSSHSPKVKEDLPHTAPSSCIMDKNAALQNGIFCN
# PPARg SRC3 recr: PPARgamma-driven SRC-3 recruitment agonism | biochemical PPARgamma/SRC-3 coactivator recruitment assay | P37231 | activation, % at 8 µM | 200,000 tested, 0.26% active; in the data active means activation above about 23%;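 further: 0% = DMSO and 100% = reference agonist; some compounds past the cut are filed as inactive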
# PPARg SRC-1 ag: promotes SRC-1 coactivator recruitment by human PPARgamma; P37231; activation, % at 8 µM; 200,000 tested, 0.41% active; PPARgamma-SRC-1 coactivator recruitment biochemical assay; AID 631; in the data active means activation above about 19%;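 further: 0% = DMSO and 100% = reference agonist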
# Lmaj promast: reduces viability of Leishmania major promastigotes; resazurin fluorescence viability; inhibition, % at 10 µM; 200,000 tested, 9% active; AID 1063; in the data active means inhibition above about 50%;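 further: promastigotes grown with compound for 44 hours at 28 °C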
# PPARg SRC2 recr: agonists of SRC-2 recruitment by human PPARgamma. P37231. PPARgamma LBD-SRC-2 recruitment, biochemical. activation, % at 8 µM. 200,000 tested, 0.34% active. AID 1032; in the data active means activation above about 22%;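 further: 0% = vehicle and 100% = reference agonist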
# Efa HMGR inh: inhibitors of class II HMG-CoA reductase from Enterococcus faecalis. purified E. faecalis HMGR, NADPH absorbance 340 nm kinetic. inhibition, % at 10 µM. 190,000 tested, 0.41% active. AID 1066;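 active means inhibition above a set limit, the median over all tested compounds plus 3 SD, cut at about 9.5% in these data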;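 further: enzyme runs in reverse so mevalonate oxidation gives rising NADPH absorbance; 0% = complete reaction with DMSO and 100% = background rate lacking mevalonate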
# * = called active by the depositor; . = no result given.
nr | Compound | DTT redox prof | Lmaj promast | S1P3 antag | PPARg SRC2 recr | ROMK mod | bIAP inhibitor | RAM inhibit | Efa HMGR inh | PPARg SRC-1 ag | PPARg SRC3 recr | SRC2 TRFRET art
1 | CCOC(=O)c1oc2nc(C(C)C)c3c(c2c1N)CC(C)(C)OC3 | -0.9 | 11 | -16 | 6 | . | 4 | 2.8 | 0 | 0 | 3 | 1529
2 | CCN(CC)C(=O)Oc1ccc2ccccc2c1Br | 0.4 | -3 | -12 | 3 | 0.0045 | 15 | 0.1 | -4 | 2 | 7 | 1647
3 | O=C(NCc1ccc(F)cc1)C1CCCN(c2nc3ccsc3c(=O)s2)C1 (stereo not drawn) | -2.6 | -13 | 2 | 1 | 0.004 | -8 | 2.0 | 0 | 9 | -1 | 1648
4 | COc1ccccc1NC(=O)NC(N)=O | 1.0 | -5 | 5 | 4 | . | 0 | 0.8 | -2 | 0 | 5 | 1566
5 | CN(C1CCCCC1)S(=O)(=O)c1ccc2c(c1)c(=O)c(C(=O)N1CCc3ccccc3C1)cn2C | 0.1 | -5 | . | 3 | -0.37 | 1 | 2.3 | -1 | 1 | 1 | 1432
6 | Cc1scc(C(=O)O)c1-c1c(C(=O)O)csc1C | -0.3 | 47 | 16 | -15 | . | -1 | -0.1 | -4 | 4 | -2 | 1372
7 | Cc1ccc2c(CC(=O)Nc3cccc(S(=O)(=O)N4CCOCC4)c3)coc2c1 | -0.3 | 5 | -11 | 10 | -0.85 | 6 | 3.0 | 3 | 6 | 2 | 1581
8 | COc1cc(C(c2nnnn2C2CCCC2)N2CCN(C)CC2)cc(OC)c1OC (stereo not drawn) | -0.1 | 9 | -8 | 2 | -0.22 | 2 | 0.3 | -1 | 0 | -3 | 1428
9 | CCOC(=O)C1(CC2CCCCO2)CCN(C2CCSCC2)CC1 (stereo not drawn) | 9.2 | 5 | -13 | -2 | -0.17 | -2 | 0.5 | -6 | 0 | 0 | 1603
10 | N#C/C(=C/c1ccc(N2CCOCC2)o1)C(=O)N1CCOCC1 | 0.1 | 54* | 5 | 3 | 0.13 | 9 | 0.0 | 1 | -1 | -2 | 1439
11 | O=C(Nc1ccccc1Oc1ccccc1)c1cnccn1 | 1.4 | -2 | 20 | 11 | . | 7 | 6.8 | 1 | 2 | 3 | 1471
12 | O=C(NC(=S)NC(c1ccccc1)c1ccncc1)c1ccccc1 (stereo not drawn) | -0.5 | 45 | 7 | 3 | . | -18 | -1.0 | -7 | 3 | -1 | 1616
13 | CCOC(=O)c1cc2c(ccn2-c2ccc(F)cc2)n1CC(=O)NC(C)(C)C | -1.1 | 13 | 3 | 5 | 0.016 | -1 | 6.4 | -2 | 5 | 7 | 1573
14 | Cc1ccc(CNc2ccc(N3CCOCC3)c(C(=O)O)c2)s1 | 0.8 | 3 | -15 | 0 | . | 9 | 2.5 | 3 | -6 | -5 | 1452
15 | O=C(COc1ccccc1[N+](=O)[O-])NNC(=O)Nc1cccc2ccccc12 | -0.4 | 2 | -1 | -9 | -0.77 | -9 | -0.2 | -3 | -1 | -1 | 1588

# Just PPARg SRC3 recr, Efa HMGR inh and SRC2 TRFRET art, for some of the entries so far:
cpd	molecule	PPARg SRC3 recr	Efa HMGR inh	SRC2 TRFRET art
8	COc1cc(C(c2nnnn2C2CCCC2)N2CCN(C)CC2)cc(OC)c1OC (stereo not drawn)	-3	-1	1428
10	N#C/C(=C/c1ccc(N2CCOCC2)o1)C(=O)N1CCOCC1	-2	1	1439
15	O=C(COc1ccccc1[N+](=O)[O-])NNC(=O)Nc1cccc2ccccc12	-1	-3	1588
2	CCN(CC)C(=O)Oc1ccc2ccccc2c1Br	7	-4	1647
13	CCOC(=O)c1cc2c(ccn2-c2ccc(F)cc2)n1CC(=O)NC(C)(C)C	7	-2	1573
7	Cc1ccc2c(CC(=O)Nc3cccc(S(=O)(=O)N4CCOCC4)c3)coc2c1	2	3	1581

# Further compounds:
nr | Compound | DTT redox prof | Lmaj promast | S1P3 antag | PPARg SRC2 recr | ROMK mod | bIAP inhibitor | RAM inhibit | Efa HMGR inh | PPARg SRC-1 ag | PPARg SRC3 recr | SRC2 TRFRET art
16 | CC(C)CC(=O)Nc1cccc(-c2csc(-c3ccccc3)n2)c1 | -0.7 | 10 | . | -1 | . | 5 | 10* | -3 | 9 | 13 | 1554
17 | Cn1nnnc1SCC(=O)Nc1ccccc1C(=O)NC1CC1 | 0.1 | -4 | . | 2 | 1.6 | 8 | 0.8 | -5 | 4 | -2 | 1668
18 | CCCCNS(=O)(=O)C1CCS(=O)(=O)C1 (stereo not drawn) | 0.0 | -3 | . | 9 | -0.53 | 20 | 2.2 | 0 | 1 | 0 | 1517
19 | Cc1ccc(CN(Cc2cc3cc(C)ccc3[nH]c2=O)C(=O)N2CCOCC2)cc1 | 0.5 | 25 | -27 | 1 | 1.3 | 2 | 5.2 | 5 | 3 | 4 | 1661
20 | C=CCn1c(-c2c(C)nc3cc(C)ccn23)n[nH]c1=S | -0.3 | 10 | 2 | 4 | 1.6 | 10 | 1.1 | -1 | -4 | 0 | 1476
21 | O=C(COC(=O)c1cccc(S(=O)(=O)NCc2ccccc2)c1)c1ccc2c(c1)OCCO2 | 0.5 | -2 | 2 | -1 | . | 29 | 7.3 | -5 | -2 | 4 | 1648
22 | CC1Cc2ccccc2N1C(=O)CSc1nc(-c2ccccc2)cs1 (stereo not drawn) | 2.0 | -5 | -1 | 7 | . | 10 | 5.9 | -4 | 2 | 3 | 1696
23 | CC(C)(C)NS(=O)(=O)c1ccc2c(c1)oc(=O)c1cc(S(=O)(=O)NC(C)(C)C)ccc12 | 0.2 | -7 | . | 3 | 0 | 14 | 6.3 | 7 | 4 | 14 | 1623
24 | O=C(NC1CC(=O)c2sccc21)c1cccc(C(F)(F)F)c1 (stereo not drawn) | -0.7 | -7 | 6 | 2 | -0.76 | -8 | 0.1 | -3 | -5 | 2 | 1463

# Some of these compounds in order of number of heavy atoms, high to low:
nr | Compound | DTT redox prof | Lmaj promast | S1P3 antag | PPARg SRC2 recr | ROMK mod | bIAP inhibitor | RAM inhibit | Efa HMGR inh | PPARg SRC-1 ag | PPARg SRC3 recr | SRC2 TRFRET art
23 | CC(C)(C)NS(=O)(=O)c1ccc2c(c1)oc(=O)c1cc(S(=O)(=O)NC(C)(C)C)ccc12 | 0.2 | -7 | . | 3 | 0 | 14 | 6.3 | 7 | 4 | 14 | 1623
24 | O=C(NC1CC(=O)c2sccc21)c1cccc(C(F)(F)F)c1 (stereo not drawn) | -0.7 | -7 | 6 | 2 | -0.76 | -8 | 0.1 | -3 | -5 | 2 | 1463
20 | C=CCn1c(-c2c(C)nc3cc(C)ccn23)n[nH]c1=S | -0.3 | 10 | 2 | 4 | 1.6 | 10 | 1.1 | -1 | -4 | 0 | 1476

# Individual results from above.
# Cc1ccc(CNc2ccc(N3CCOCC3)c(C(=O)O)c2)s1 – PPARg SRC2 recr = 0
# O=C(Nc1ccccc1Oc1ccccc1)c1cnccn1 – PPARg SRC2 recr = 11
